Screens as filed in PubChem.
AmpC no deterg = AmpC beta-lactamase inhibition without detergent; AmpC nitrocefin hydrolysis, absorbance 480 nm, 0.0001% Triton; Potency, µM (titrated, usually from 57.1 µM), without a hit: at the top dose activity change, negative = inhibition, most hits filed as inhibitors; actives 0.52% (n = 330,000);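 also: potency is read from the fitted curve at half-maximal effect; plate controls were no compound for no effect and no enzyme for full effect; nearly all actives have a fitted effect of over 20% in size; some results filed as inactive show a strong effect at the top dose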
Target sequence (P00811 whole entry, looked up): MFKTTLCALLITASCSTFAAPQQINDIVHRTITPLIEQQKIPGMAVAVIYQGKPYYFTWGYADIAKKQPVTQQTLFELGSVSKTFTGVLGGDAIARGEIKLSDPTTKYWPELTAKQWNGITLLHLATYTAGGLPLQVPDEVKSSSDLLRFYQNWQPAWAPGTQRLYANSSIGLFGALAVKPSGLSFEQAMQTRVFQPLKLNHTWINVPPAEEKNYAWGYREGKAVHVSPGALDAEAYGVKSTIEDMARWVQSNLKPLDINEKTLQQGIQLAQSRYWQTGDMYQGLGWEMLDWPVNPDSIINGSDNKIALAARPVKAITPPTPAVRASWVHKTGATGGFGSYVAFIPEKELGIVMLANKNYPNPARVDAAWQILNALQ
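20 mM phosphate pH 7.0 + 0.01% (detergent screen) or 0.0001% Triton X-100; 5.3 nM AmpC reagent; cpd preinc 15 min RT; nitrocefin (800 uM stock) to start; A480 q20 s × 4 min; Activity was normalised to no-enzyme and no-compound control wells.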
TbPYK inhibitor = inhibitors of Trypanosoma brucei pyruvate kinase; Potency, µM (doses to about 76.8 µM), inactives show at the highest dose activity, negative = inhibition, most hits filed as inhibitors; Q57TT1; TbPYK enzyme, Kinase-Glo Plus ATP luminescence, 45 min; actives 0.12% (n = 410,000); also: potency is read from the fitted curve at half-maximal effect; nearly all actives have a fitted effect of over 50% in size
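Luminescence from Kinase-Glo Plus, added after a 45-minute room-temperature reaction, served as the end-point read-out. The enzyme and substrate were preincubated with compound before ADP (130 uM final) initiated turnover. Concentration-effect curves came from normalized qHTS data.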
Sm TGR block = S. mansoni TGR enzyme inhibition | Q962Y6 | AID 485364 | actives 3% (n = 360,000) | purified TGR, DTNB reduction, TNB absorbance 405 nm | Potency, µM (highest dose often 114 µM), for the others: at the highest dose activity change, negative = inhibition, most hits filed as inhibitors; also: potency is read from the fitted curve at half-maximal effect; nearly all actives have a fitted effect of over 60% in size
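TGR 20 nM + NADPH 100 uM (dispensed conc.), cpd preinc 15 min RT; start with NADPH (500 uM addition) then DTNB (15 mM addition). Kinetic TNB absorbance, 405 nm filter. Four-parameter Hill fit across titration.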
AMA1-RON2 inh = inhibitors of Plasmodium falciparum AMA1-RON2 interaction | AlphaScreen AMA1-biotinylated RON2 peptide binding | Potency, µM (highest dose often 58.2 µM), without a hit: at the highest dose activity change, negative = inhibition, usual class: inhibitors | actives 0.2% (n = 360,000);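 also: potency is read from the fitted curve at half-maximal effect; 0% = vehicle wells and -100% = peptide control; nearly all actives have a fitted effect of over 45% in size; some results filed as inactive show a strong effect at the top dose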
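AMA1 (3D7) with his tag at 25 nM final met compounds first, then biotinylated RON2 peptide at 25 nM; detection used donor plus acceptor beads, 10 µg/mL apiece, read by AlphaScreen after 30 min at room temperature.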
LmPK inh = inhibitors of Leishmania mexicana pyruvate kinase; purified LmPK, Kinase-Glo ATP luminescence, 1 h; AID 1721; actives 0.37% (n = 290,000); Q27686; Potency, µM (titrated, usually from 57.5 µM), for inactives: at the highest dose activity change, negative = inhibition, actives largely listed as inhibitors; also: potency is read from the fitted curve at half-maximal effect
Target sequence (Q27686 whole entry, looked up): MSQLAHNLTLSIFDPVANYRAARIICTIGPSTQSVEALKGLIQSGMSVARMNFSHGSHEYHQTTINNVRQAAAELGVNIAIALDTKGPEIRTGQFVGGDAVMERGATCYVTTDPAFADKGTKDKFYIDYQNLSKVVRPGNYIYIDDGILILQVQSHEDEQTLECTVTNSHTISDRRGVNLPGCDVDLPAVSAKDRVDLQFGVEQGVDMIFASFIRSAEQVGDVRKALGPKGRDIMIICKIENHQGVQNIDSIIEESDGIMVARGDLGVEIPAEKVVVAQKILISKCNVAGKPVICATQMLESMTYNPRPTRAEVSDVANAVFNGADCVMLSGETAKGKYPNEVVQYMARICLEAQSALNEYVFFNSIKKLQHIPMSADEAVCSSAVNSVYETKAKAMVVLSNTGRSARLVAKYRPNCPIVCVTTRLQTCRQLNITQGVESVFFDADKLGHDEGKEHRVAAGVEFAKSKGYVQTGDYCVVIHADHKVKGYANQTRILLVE
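Purified LmPK (0.1 nM) with 0.5 mM PEP and 0.1 mM ADP in imidazole buffer pH 7.2 with MgCl2/KCl, 1 h at room temperature. ATP formed was read by luciferase luminescence and normalized to no-enzyme and uninhibited controls.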
HCMV antiviral = inhibitors of human cytomegalovirus | HFF cells, HCMV-luciferase reporter, 72 h; stronger effect = lower value | activity change, negative = inhibition, % at 57.5 µM | actives 4.5% (n = 410,000) | AID 1259415; in the data active = activity change below about -60%; inconclusive = no clear call, values can overlap the other calls; inactive = above about -39%
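Steps: HFFs plated, 16 h 37C; compounds added; HCMV-luciferase added to MOI 1 PFU/cell; 72 h 37C; OneGlo reagent, 5 min room temperature; luminescence read, normalized to controls.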
AmpC detergent = AmpC beta-lactamase inhibition with detergent present; AmpC hydrolysis of nitrocefin, absorbance 480 nm, 0.01% Triton; Potency, µM (series often up to 114 µM), for the others: at the highest dose activity change, negative = inhibition, hits mostly inhibitors; actives 0.041% (n = 370,000);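 also: potency is read from the fitted curve at half-maximal effect; 0% = no-compound wells and -100% = no-enzyme wells; nearly all actives have a fitted effect of over 25% in size; some results filed as inactive show a strong effect at the top dose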
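AmpC (5.3 nM in the dispensed reagent) in 20 mM phosphate pH 7.0 with 0.01% (detergent screen) or 0.0001% Triton X-100 was preincubated with compounds for 15 min at room temperature. Nitrocefin was then added from an 800 uM solution, and hydrolysis was followed at 480 nm.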
* = called active by the depositor; [ ] = another dose, or the depositor's remark. Unless noted, calls follow the shape of the dose curve; as a rule, active = well fitted curve in the direction sought with a large enough effect; inconclusive = small, poorly fitted or top-dose-only effect, or another doubt; inactive = no such curve, though single readings can be large; an effect the other way counts as inactive or inconclusive. Unless noted, % is scaled to controls: 0 for no effect and ±100 for the full control effect. This is a random part of the collection (roughly 7.4% active in at least one column).

Results for COc1cc(NC(=O)c2nc3cc(C)c(C)cc3n(C)c2=O)cc(OC)c1OC ?
TbPYK inhibitor: 3%; Sm TGR block: 5%; HCMV antiviral: -4; AmpC detergent: 8%

Results for COc1ccc(CCNC(=O)C(=O)NCC(c2cccs2)S(=O)(=O)c2cccs2)cc1 (stereo unspecified) ?
TbPYK inhibitor: 2%; Sm TGR block: 28µM*; HCMV antiviral: -29; AmpC detergent: 2%

What do the screens show for `O=[N+]([O-])c1ccc(Oc2ccc(S(=O)(=O)N3CCCCC3)cc2)cc1`?
AmpC no deterg: -11%; TbPYK inhibitor: -7%; Sm TGR block: -3%; AMA1-RON2 inh: -9%; LmPK inh: 1%; HCMV antiviral: -63*; AmpC detergent: -18%

How did CCOC(=O)C1=C(c2ccccc2)OC(N)=C(C#N)C1c1cccnc1 (stereo unspecified) do in these assays?
AmpC no deterg: -19%; TbPYK inhibitor: 6%; Sm TGR block: -32%; AMA1-RON2 inh: -6%; LmPK inh: -12%; HCMV antiviral: -13; AmpC detergent: -4%

How did CN(C)CCN(CC1CCCN(Cc2ccccc2F)C1)C(=O)Cc1ccc(F)c(F)c1 (stereo unspecified) do in these assays?
AmpC no deterg: 87%[activator]; TbPYK inhibitor: -2%; Sm TGR block: -6%; AMA1-RON2 inh: -1%; LmPK inh: -1%; HCMV antiviral: 4; AmpC detergent: -7%

Results for O=C(Cc1ccccc1[N+](=O)[O-])N1CCN(c2ccccc2F)CC1 ?
AmpC no deterg: 1%; TbPYK inhibitor: -2%; Sm TGR block: -10%; AMA1-RON2 inh: -8%; LmPK inh: 1%; HCMV antiviral: 57; AmpC detergent: -5%

Results for CCC(=O)N1CCc2cc(S(=O)(=O)NCCc3ccc(S(N)(=O)=O)cc3)ccc21 ?
AmpC no deterg: -1%; TbPYK inhibitor: -5%; Sm TGR block: -5%; AMA1-RON2 inh: 4%; LmPK inh: 1%; HCMV antiviral: inconclusive; AmpC detergent: 2%

Results for COC(=O)c1ccc(NC(=O)COc2cccc3c2OC(C)(C)C3)cc1 ?
AmpC no deterg: -6%; TbPYK inhibitor: 0%; Sm TGR block: -2%; AMA1-RON2 inh: -10%; HCMV antiviral: -4; AmpC detergent: inconclusive

What do the screens show for `CCc1ccc(S(=O)(=O)NCc2cn3cccc(C)c3n2)s1`?
AmpC no deterg: -19%; TbPYK inhibitor: -12%; Sm TGR block: 2%; AMA1-RON2 inh: 1%; LmPK inh: 1%; HCMV antiviral: inconclusive; AmpC detergent: 3%

How did CCOC(=O)CC1(C)NC(=O)c2c(C)sc(C(=O)OCC)c2N1 (stereo unspecified) do in these assays?
AmpC no deterg: 4%; TbPYK inhibitor: -10%; Sm TGR block: -28%; AMA1-RON2 inh: 8%; LmPK inh: -1%; HCMV antiviral: -4; AmpC detergent: 2%

What do the screens show for `Cc1cccc(OCc2cc(-c3ccccc3)no2)c1C`?
AmpC no deterg: -11%; TbPYK inhibitor: -1%; Sm TGR block: 7%; AMA1-RON2 inh: 98%[activator]; LmPK inh: 0%; HCMV antiviral: 9; AmpC detergent: -8%

How did O=C(CSc1nnc(-c2ccco2)o1)NCC(=O)c1ccccc1 do in these assays?
AmpC no deterg: 3%; TbPYK inhibitor: 4%; Sm TGR block: 45µM*; AMA1-RON2 inh: 6%; LmPK inh: -3%; HCMV antiviral: 14; AmpC detergent: inconclusive

Results for CCc1cccc(C)c1Nc1c(-c2ccccc2)nc2sccn12 ?
TbPYK inhibitor: 0%; Sm TGR block: -14%; HCMV antiviral: -27; AmpC detergent: 14%

Results for Cc1cc(N2CCOCC2)c2c(N)c(Br)cc(C)c2n1 ?
AmpC no deterg: 39%; TbPYK inhibitor: 0%; Sm TGR block: -4%; AMA1-RON2 inh: -7%; LmPK inh: 1%; HCMV antiviral: -82*; AmpC detergent: inconclusive

What do the screens show for `Cn1c(=O)cc(C(=O)N/N=C/c2ccc(F)cc2)[nH]c1=O`?
AmpC no deterg: -6%; TbPYK inhibitor: -14%; Sm TGR block: 3%; AMA1-RON2 inh: 103%[activator]; LmPK inh: -1%; HCMV antiviral: 39; AmpC detergent: -1%

Results for O=C1c2ccccc2S(=O)(=O)c2cc(C(=O)N3CCN(c4ncccn4)CC3)ccc21 ?
TbPYK inhibitor: -3%; AMA1-RON2 inh: 3%; HCMV antiviral: 0

What do the screens show for `COC(=O)c1cc(S(=O)(=O)C(C)C)c(S(C)=O)s1` (stereo unspecified)?
AmpC no deterg: -17%; TbPYK inhibitor: 3%; Sm TGR block: 35µM*; AMA1-RON2 inh: 4%; LmPK inh: 2%; HCMV antiviral: -66*; AmpC detergent: 0%

Results for CCc1nc(SCC(=O)Nc2ccccc2OC)c2c(C)c(C)sc2n1 ?
AmpC no deterg: 0%; TbPYK inhibitor: 8%; Sm TGR block: -1%; AMA1-RON2 inh: -23%; LmPK inh: 2%; HCMV antiviral: -37; AmpC detergent: inconclusive

How did CC(=O)c1cc(-c2ccccc2)n(CCC(=O)NCc2ccc(C)cc2)c1C do in these assays?
TbPYK inhibitor: -2%[15.4 µM]; Sm TGR block: 1%; HCMV antiviral: 0; AmpC detergent: 2%

What do the screens show for `CC(C)Sc1ccc(C(=O)Nc2ccc(F)cc2F)cn1`?
AmpC no deterg: 7%; TbPYK inhibitor: -10%; Sm TGR block: -1%; AMA1-RON2 inh: -2%; LmPK inh: -15%; HCMV antiviral: -34; AmpC detergent: inconclusive

What do the screens show for `COCC(C)NC(=O)c1oc2c(c1C)C1(CCC2)SCCS1` (stereo unspecified)?
AmpC no deterg: -1%; TbPYK inhibitor: 6%; Sm TGR block: 1%; AMA1-RON2 inh: 6%; LmPK inh: -2%; HCMV antiviral: 33; AmpC detergent: 3%

What do the screens show for `C[C@@H]1CN([C@@H](C)CO)S(=O)(=O)c2ccc(Br)cc2O[C@H]1CN(C)Cc1ccc(-c2ccccc2)cc1`?
TbPYK inhibitor: 15%; AMA1-RON2 inh: 0%; HCMV antiviral: -22

How did COc1ccc(OC)c(N(C(=O)c2snc(C(N)=O)c2N)C(C(=O)NCc2ccccc2)c2ccc(O)cc2)c1 (stereo unspecified) do in these assays?
AmpC no deterg: 2%; TbPYK inhibitor: 1%; Sm TGR block: -25%; AMA1-RON2 inh: -25%; LmPK inh: 3%; HCMV antiviral: 0; AmpC detergent: 2%

Results for O=C(c1ccc(F)cc1)N1CCCC(c2ccccc2)C1 (stereo unspecified) ?
AmpC no deterg: -10%; TbPYK inhibitor: -5%; AMA1-RON2 inh: 0%; LmPK inh: 0%; HCMV antiviral: -11; AmpC detergent: 0%

Results for COc1ccc(NC(=O)CCCN2C(=O)CCC2=O)cc1Cl ?
AmpC no deterg: -1%; TbPYK inhibitor: -4%; Sm TGR block: -27%; AMA1-RON2 inh: 7%; LmPK inh: 0%; HCMV antiviral: inconclusive; AmpC detergent: inconclusive

How did Cc1sc(NC(=O)COc2cccc(-n3cnnn3)c2)c(C#N)c1C do in these assays?
AmpC no deterg: -16%; TbPYK inhibitor: -2%; Sm TGR block: -20%; AMA1-RON2 inh: 1%; LmPK inh: 1%; HCMV antiviral: -62*; AmpC detergent: inconclusive

What do the screens show for `COc1ccc(N2C(=O)CCC2(C(N)=O)c2ccccc2)cc1` (stereo unspecified)?
AmpC no deterg: -5%; Sm TGR block: 10%; LmPK inh: 1%; AmpC detergent: inconclusive

What do the screens show for `CCN(CC)c1cccc(OC2=NS(=O)(=O)c3ccccc32)c1`?
AmpC no deterg: -23%; TbPYK inhibitor: -2%; Sm TGR block: inconclusive; AMA1-RON2 inh: -17%; LmPK inh: -1%; HCMV antiviral: 18; AmpC detergent: -11%

Results for Cc1cccc(-c2nc(CS(=O)CC(=O)N3CCCCC3)c(C)o2)c1 (stereo unspecified) ?
AmpC no deterg: 6%; TbPYK inhibitor: -4%; Sm TGR block: 35µM*; AMA1-RON2 inh: 9%; LmPK inh: -5%; HCMV antiviral: 3; AmpC detergent: inconclusive

Results for Cc1ccc(CCNC(=O)CCS(=O)(=O)c2ccc3nc(C)sc3c2)cc1 ?
AmpC no deterg: 13%; TbPYK inhibitor: 1%; Sm TGR block: 6%; AMA1-RON2 inh: 4%; LmPK inh: 3%; HCMV antiviral: inconclusive; AmpC detergent: -13%

How did O=C(NCc1cccs1)C1CC(c2ccc(F)cc2)=NO1 (stereo unspecified) do in these assays?
AmpC no deterg: -45%; TbPYK inhibitor: 1%; Sm TGR block: 6%; AMA1-RON2 inh: -4%; LmPK inh: 2%[11.5 µM]; HCMV antiviral: 6; AmpC detergent: -7%

Results for COc1ccc(OC)c(CN2C(=O)c3ccccc3C2c2nnnn2C(C)C)c1 (stereo unspecified) ?
TbPYK inhibitor: 7%; AMA1-RON2 inh: 4%; HCMV antiviral: -7

What do the screens show for `CCOc1ccc2nc(NC(=O)c3cnccn3)sc2c1`?
AmpC no deterg: 0%; TbPYK inhibitor: -2%; Sm TGR block: 0%; AMA1-RON2 inh: 16%; LmPK inh: -22%; HCMV antiviral: 10; AmpC detergent: -1%

How did O=C(NNC(=O)c1ccc2[nH]c(=O)c(=O)[nH]c2c1)c1cccc(Br)c1 do in these assays?
AmpC no deterg: -33%; TbPYK inhibitor: -10%; Sm TGR block: -3%; AMA1-RON2 inh: 40%[activator]; LmPK inh: 0%; HCMV antiviral: inconclusive; AmpC detergent: -3%

Results for C/C(=N\NS(=O)(=O)c1ccc(Cl)cc1)c1ccc(O)cc1 ?
AmpC no deterg: -32%; TbPYK inhibitor: 0%; Sm TGR block: -18%; AMA1-RON2 inh: 0%; LmPK inh: 0%; HCMV antiviral: 35; AmpC detergent: 0%

What do the screens show for `COc1ccc(CCNC(=O)c2ccc(NS(=O)(=O)c3ccc4[nH]c(=O)[nH]c4c3)cc2)cc1`?
AmpC no deterg: -40%; TbPYK inhibitor: -4%; Sm TGR block: -1%; AMA1-RON2 inh: -1%; HCMV antiviral: -17; AmpC detergent: inconclusive

2 records drawn at random from the list so far:
What do the screens show for `COc1ccc(CCNC(=O)c2ccc(NS(=O)(=O)c3ccc4[nH]c(=O)[nH]c4c3)cc2)cc1`?
AmpC no deterg: -40%; TbPYK inhibitor: -4%; Sm TGR block: -1%; AMA1-RON2 inh: -1%; HCMV antiviral: -17; AmpC detergent: inconclusive

What do the screens show for `CCOc1ccc2nc(NC(=O)c3cnccn3)sc2c1`?
AmpC no deterg: 0%; TbPYK inhibitor: -2%; Sm TGR block: 0%; AMA1-RON2 inh: 16%; LmPK inh: -22%; HCMV antiviral: 10; AmpC detergent: -1%
